Assay outcomes: PubChem BioAssay, Broad Institute
RAD54 branch: blocks human RAD54 Holliday junction branch migration; Q92698; FAM/BHQ fluorescence; inhibition, % at 10.4 µM; 360,000 tested, 0.14% active; AID 602329;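 active = mean normalized replicate activity at least 40 and at least half of replicates scoring 40 or more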;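 also: 0% = median of neutral control wells and 100% = median of positive control wells; inhibitors cause a drop in the FAM fluorescence signal; in these data hits start at about 50%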
esBAF inh: SWI/SNF esBAF complex inhibition | mouse ES cells, Bmi1-luciferase knock-in reporter, 24 h; 100% = twice the neutral-well signal | reporter increase, % at 12.5 µM | 350,000 tested, 2% active | AID 602393; in the data active = activation above about 40%;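 also: 0% = median of the plate's neutral control wells and 100% = double that signal; a rise in the Bmi1 reporter signal indicates esBAF inhibition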
S100A4 inh HTS: S100A4-myosin IIA interaction inhibition; inhibition, % at 10.7 µM; AID 652163; S100A4/TAMRA-MyoIIA peptide fluorescence polarization; 360,000 tested, 0.14% active; P26447;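 active = mean inhibition of at least 70% across replicates, with every replicate also reaching that level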
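Test system: S100A4 monomer protein; Medium: HEPES pH 7.2 with CaCl2, KCl, NaCl, DTT, Triton; Probe or stimulus: TAMRA-labelled myosin IIA heavy-chain peptide probe, 5 nM; Doses: one dose per compound; Times: polarization read 5 min after assay mix addition, stable 5–60 min; Benchmarks: neutral control DMSO, positive control TFP.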
E-sel inducer: induces E-selectin expression in human endothelial cells | P16581 | HUVEC E-selectin immunofluorescence imaging; normalized: neutral wells 0, TNF-alpha wells 100 | activation, % at 7.58 µM | 260,000 tested, 0.37% active;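 active = mean E-selectin-positive cell signal at least 10% of the positive control, reached in at least 60% of replicates, without over 20% cell loss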;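 also: in these data hits start at about 27%; measured in HUVEC primary endothelial cells; signal is the percent of cells scored E-selectin positive by PE staining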
Target sequence (P16581 whole entry, looked up): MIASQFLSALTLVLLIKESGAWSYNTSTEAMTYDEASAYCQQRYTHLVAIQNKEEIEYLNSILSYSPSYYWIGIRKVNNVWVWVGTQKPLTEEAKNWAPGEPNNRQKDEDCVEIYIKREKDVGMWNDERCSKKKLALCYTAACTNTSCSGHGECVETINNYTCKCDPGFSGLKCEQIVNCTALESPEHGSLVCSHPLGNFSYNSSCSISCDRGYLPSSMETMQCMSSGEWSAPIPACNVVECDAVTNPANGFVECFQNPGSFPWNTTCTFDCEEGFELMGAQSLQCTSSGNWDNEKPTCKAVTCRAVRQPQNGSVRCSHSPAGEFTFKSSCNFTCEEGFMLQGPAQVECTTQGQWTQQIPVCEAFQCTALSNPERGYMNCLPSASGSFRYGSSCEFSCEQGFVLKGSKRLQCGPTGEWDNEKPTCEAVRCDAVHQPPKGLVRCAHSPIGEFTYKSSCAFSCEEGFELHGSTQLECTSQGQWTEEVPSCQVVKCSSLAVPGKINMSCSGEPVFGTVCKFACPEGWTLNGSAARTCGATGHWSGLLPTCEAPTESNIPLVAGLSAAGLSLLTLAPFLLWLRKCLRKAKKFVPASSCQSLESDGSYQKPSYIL
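Assay system: HUVEC, human umbilical vein endothelial cells / Amount: 3,000 HUVEC/well / Controls: TNF-alpha positive control, DMSO neutral control / Compound dosing: single concentration / Medium: EGM-2 over gelatin coat / Evaluation: percent E-selectin-positive cells / Signal: immunofluorescence imaging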
FN deposition inh: fibronectin deposition inhibition; AH1F fibroblasts, Alexa488-fibronectin deposition fluorescence, overnight; inhibition, % at 12.6 µM; 350,000 tested, 0.086% active; AID 743247;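 active = mean inhibition across replicates of 30% or more, regardless of how many single replicates reach that level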;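 also: positive control wells lacked labelled fibronectin entirely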
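Measured by – fluorescence 485/525 nm · System – AH1F fibroblast monolayer, labelled fibronectin deposition · Amount – 10000 cells per well · Buffer or medium – serum-reduced DMEM (2% serum) · Doses – single dose, pinned · Also added – fluorescent fibronectin at 24 nM final · Schedule – 1 h cell attachment, overnight exposure to compound and label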
RAD52 anneal inh: RAD52 (human) annealing inhibition. recombinant RAD52 DNA annealing, FRET fluorescence. inhibition, % at 18.7 µM. 360,000 tested, 0.46% active;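 active = every replicate showing at least 50% inhibition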
Target sequence (P43351 whole entry, looked up): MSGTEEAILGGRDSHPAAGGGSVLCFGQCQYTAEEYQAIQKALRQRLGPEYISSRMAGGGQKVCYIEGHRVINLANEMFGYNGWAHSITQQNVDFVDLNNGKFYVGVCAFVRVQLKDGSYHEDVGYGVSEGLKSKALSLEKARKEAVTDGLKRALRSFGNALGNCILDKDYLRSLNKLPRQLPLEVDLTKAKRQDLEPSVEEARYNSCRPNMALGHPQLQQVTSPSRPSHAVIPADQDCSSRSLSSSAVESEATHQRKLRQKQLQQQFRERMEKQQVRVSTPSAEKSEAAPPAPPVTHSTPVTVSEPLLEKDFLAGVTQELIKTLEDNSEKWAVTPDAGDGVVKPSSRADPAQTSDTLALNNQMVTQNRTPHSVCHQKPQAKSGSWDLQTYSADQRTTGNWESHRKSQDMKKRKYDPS
XiGFP reactiv: reactivates the inactive X chromosome in mouse fibroblasts; XiGFP mouse fibroblasts, % GFP-positive cells imaging, 3 d; cells co-treated with 5-aza-dC sensitizer; scaled so ellipticine positive control = 100%; activation, % at 7.58 µM; 360,000 tested, 0.055% active; AID 743238;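 active = mean normalized replicate activation at least 10% and every replicate at or above 10%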;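 also: 0% = median of on-plate neutral control wells and 100% = ellipticine 6 µM median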
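System: XiGFP fibroblasts, SV40-immortalized. Medium: DMEM plus 5-aza-dC sensitizer. Doses: single point. Timing: 3 d treatment, 15 min room-temperature fixation. Control set: ellipticine 6 µM.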
EWS-Fli inh: EWS/Fli transcriptional activity inhibition; A673 NR0B1-luciferase reporter, viability-normalised; inhibition, % at 12.6 µM; 350,000 tested, 0.67% active;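 active = mean inhibition of at least 50% after viability correction, with every replicate also passing that limit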;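 also: firefly luciferase signal divided by Alamar Blue viability fluorescence both relative to DMSO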
Starred values were filed as active, the others as inactive; nt = not tested or not shown.

SMILES	RAD54 branch	esBAF inh	S100A4 inh HTS	E-sel inducer	FN deposition inh	RAD52 anneal inh	XiGFP reactiv	EWS-Fli inh
COc1ccc(OCC(=O)N(Cc2sccc2C)C2CCS(=O)(=O)C2)cc1 (configuration not stated)	6	-6	0	-0.3	-3	-5	0.0	0
Cc1noc(C)c1NC(=O)N(C)C[C@@H]1Oc2c(NC(=O)C3CC3)cccc2C(=O)N([C@H](C)CO)C[C@H]1C	2	-2	-2	0.3	nt	-1	0.0	3
Cc1ccc(C(=O)NCC(=O)OC(C)C(=O)NC2CCCCC2C)cc1C (configuration not stated)	nt	nt	5	0.0	3	0	0.2	0
C[C@@H]1CN([C@H](C)CO)C(=O)c2cccc(NC(=O)CCCCCC(=O)Nc3ccccc3N)c2O[C@@H]1CN(C)Cc1ccc(C(F)(F)F)cc1	nt	nt	0	0.0	0	9	-1.0	-17
CC(=O)NC(c1ccccc1)c1nc(-c2ccccc2)cs1 (configuration not stated)	9	17	-1	-0.1	-6	-19	-0.1	-9
COc1ccc(NC(=O)CNC(=O)c2nn(-c3ccc(OC)cc3OC)c(=O)c3ccccc23)c(OC)c1	nt	2	2	0.0	-3	-2	0.0	10
C/C=C/c1ccc([C@@H]2[C@H](CO)N(S(C)(=O)=O)[C@H]2CN(C)C(=O)CC)cc1	-4	5	nt	-0.2	2	nt	0.1	3
COc1ccc(/C=N/NC2=NS(=O)(=O)c3ccccc32)cc1OC	-5	-8	7	0.3	1	-18	0.3	-8
COc1ccc(OC)c2c1C(=O)CC2C (configuration not stated)	-3	-2	-1	-0.5	-17	-5	0.0	-1
CCO[C@@H]1OC(C(N)=O)=C[C@H](c2ccc(C(F)(F)F)cc2)[C@H]1CCCO	-8	2	-2	0.0	-6	-9	0.6	4
O=C(C[C@H]1C=C[C@H](NC(=O)c2ccncc2)[C@@H](CO)O1)NCC1CC1	6	3	5	-0.2	-1	-3	0.0	-3
O=c1c2ccccc2c(=O)n(-c2ccccc2)n1CCCCBr	0	nt	1	nt	-1	3	0.0	3
Cc1cccc(C)c1-n1nnnc1-c1cnccc1C(F)(F)F	1	1	3	nt	-5	-3	0.4	6
CCCOc1ccc(C(=O)Nc2cc(-c3nn4c(C)nnc4s3)ccc2C)cc1	1	-45	9	-0.1	5	-4	0.0	5
C[C@@H]1CN([C@H](C)CO)C(=O)c2cc(NC(=O)Cc3ccccc3)ccc2O[C@@H](C)CCCCO[C@H]1CN(C)C(=O)Nc1ccccc1	2	5	-4	nt	-1	-11	0.1	3
O=C(/C=C/c1ccc2c(c1)OCO2)Nc1nncs1	-3	nt	-9	-0.3	-1	-8	0.3	-82
CCCNC(=O)N(C)C[C@H]1Oc2ncc(C#Cc3ccncc3)cc2C(=O)N([C@@H](C)CO)C[C@H]1C	-2	0	0	-1.8	-12	10	-0.5	-3
CCc1nnc(NC(=O)c2ccc(N3C(=O)CCC3=O)cc2)s1	-6	9	-1	nt	-5	-6	0.0	-16
CCNC(=S)N(CCCN(CC)CC)Cc1cc2cc3c(cc2[nH]c1=O)OCO3	8	-1	12	0.0	2	-2	0.2	3
CCc1ccccc1NC(=O)C1CCCN1C(=O)NCc1ccccc1 (configuration not stated)	-2	2	-1	0.1	2	3	0.2	5

Given bar-delimited: 5 of the compounds above
SMILES | RAD54 branch | esBAF inh | S100A4 inh HTS | E-sel inducer | FN deposition inh | RAD52 anneal inh | XiGFP reactiv | EWS-Fli inh
O=c1c2ccccc2c(=O)n(-c2ccccc2)n1CCCCBr | 0 | nt | 1 | nt | -1 | 3 | 0.0 | 3
Cc1cccc(C)c1-n1nnnc1-c1cnccc1C(F)(F)F | 1 | 1 | 3 | nt | -5 | -3 | 0.4 | 6
CCCOc1ccc(C(=O)Nc2cc(-c3nn4c(C)nnc4s3)ccc2C)cc1 | 1 | -45 | 9 | -0.1 | 5 | -4 | 0.0 | 5
C[C@@H]1CN([C@H](C)CO)C(=O)c2cc(NC(=O)Cc3ccccc3)ccc2O[C@@H](C)CCCCO[C@H]1CN(C)C(=O)Nc1ccccc1 | 2 | 5 | -4 | nt | -1 | -11 | 0.1 | 3
O=C(/C=C/c1ccc2c(c1)OCO2)Nc1nncs1 | -3 | nt | -9 | -0.3 | -1 | -8 | 0.3 | -82

(further entries)
SMILES	RAD54 branch	esBAF inh	S100A4 inh HTS	E-sel inducer	FN deposition inh	RAD52 anneal inh	XiGFP reactiv	EWS-Fli inh
COC(=O)c1cc(C(=O)OC)n(Cc2ccc(F)cc2)c1C	-3	-3	3	1.4	12	-15	0.0	7
CC(=O)N1CCOc2ccc(S(=O)(=O)N3CCN(c4cccc(C(F)(F)F)c4)CC3)cc21	11	0	-1	nt	-2	1	0.0	23
COc1ccc(C(C(=O)NC2CCCC2)N(Cc2cccnc2)C(=O)c2snc(C(N)=O)c2N)cc1 (configuration not stated)	3	-2	-2	nt	-9	5	0.0	10
CCCCCCC(C)OC(=O)c1ccccc1C(=O)O (configuration not stated)	1	-10	-2	0.0	1	-21	0.1	0
Cn1nnnc1SCC(=O)N1CCCCC1	-2	-7	10	0.0	-5	-13	0.0	6
O=C(O)c1ccc(Cl)c(S(=O)(=O)N(Cc2ccccc2)c2ccc(F)cc2)c1	1	-19	-3	nt	-3	-2	0.0	8
CC(NC(=O)C(=O)N1CCCCC1)C(c1cccs1)N1CCN(c2ccccc2)CC1 (configuration not stated)	-1	7	57	nt	-14	-8	0.1	nt
CCc1ccc(N2C(=O)CC(N3CCN(c4ccccn4)CC3)C2=O)cc1 (configuration not stated)	10	-1	2	0.5	3	-17	0.0	-4
COc1ccc(-n2c(-c3cc(-c4ccccc4)sc3N)n[nH]c2=S)cc1	nt	nt	-2	0.0	-14	-9	-0.1	8
COc1ccc(NC(=O)N2C[C@@H]3[C@H](c4ccccc42)[C@H](CO)N3C(=O)C2CC2)cc1	8	-14	0	0.2	nt	-6	0.4	4
Oc1c(C(Nc2ccccn2)c2cccnc2)cc(Cl)c2cccnc12 (configuration not stated)	nt	nt	3	nt	9	-5	0.1	23
COCCN(C(=O)C1=COCCO1)c1c(N)n(CC(C)C)c(=O)[nH]c1=O	-8	-6	1	-0.2	-1	-1	0.0	-4
COCC(C)N=C1NN=C(c2cccs2)C(CC(=O)O)S1 (configuration not stated)	nt	nt	4	5.4	9	-20	-0.1	6
CC(C)NC(=O)N1[C@H](CO)[C@@H](c2ccccc2)[C@@H]1CNC(=O)CN(C)C	1	-1	nt	0.3	12	nt	0.3	-5
COc1cccc(CN(C)C(=O)CSCC(=O)Nc2ccc(C)cc2)c1OC	nt	nt	0	-0.1	-1	-5	0.0	5
COc1ccc(C2CC(c3cccs3)=NN2C(=O)CCl)cc1OC (configuration not stated)	-30	20	1	nt	-1	-17	0.4	58*
CC(=O)N1CCC(C(=O)OCc2ccccc2F)(c2ccccc2)CC1	-1	3	3	nt	5	-5	0.2	0
CCC(=O)c1c[nH]c(C(=O)NCc2cccc(C(F)(F)F)c2)c1	2	-15	-4	-0.3	8	9	0.1	19
COc1cc(/C=N/n2cnnc2-n2nc(C)cc2C)cc([N+](=O)[O-])c1O	-1	-6	-6	2.6	6	4	-0.1	2
N#Cc1ccc(-c2ccc([C@H]3[C@H]4CN(C(=O)Nc5ccc(F)cc5)CCCCN4[C@H]3CO)cc2)cc1	11	-4	2	-0.7	nt	1	0.4	0
O=C(NCCC1=CCCCC1)c1ccc(Cl)c(S(=O)(=O)Nc2ccccc2)c1	-3	-4	-2	nt	nt	-10	nt	14
COC(=O)CCC[C@H]1CC2(C[C@H](CCCO[Si](C)(C)C(C)(C)C)N1C(=O)OC(C)(C)C)OCCO2	-13	-11	-11	1.0	-4	-5	-0.4	-16
Cc1ccc(Nc2nnc(SCC(=O)NCc3ccco3)s2)cc1	7	-2	-1	nt	nt	-2	nt	nt
O=c1cc(CN2CC(O)Cc3ccc4ccccc4c32)nc2sccn12 (configuration not stated)	nt	nt	1	2.9	14	-7	-0.8	-1
O=C(NCC1CCCCC1)c1csc([C@@H]2O[C@H](CO)[C@H](O)[C@H](O)[C@H]2O)n1	3	1	1	nt	-3	-9	-0.1	1
COc1ccc(NC2CCCN(C(=O)COc3ccc(Cl)cc3C)C2)cc1OC (configuration not stated)	-3	nt	0	0.0	nt	-6	-0.1	nt
CCOC(=O)c1sc(Nc2ccc(OCC)cc2)nc1C	nt	nt	8	0.5	5	-9	0.6	-10
CC(=O)NCc1nc2ccccc2n1Cc1ccccc1C	-1	1	4	-1.0	1	-1	0.0	8
CC(C)(C)CN1CCNC(=O)C1CC(=O)NCCc1ccccc1F (configuration not stated)	-8	0	1	-3.1	-8	-19	0.0	0
CC(=O)Nc1cc2c(cc1Cl)Cc1cc(Cl)ccc1-2	8	3	-3	0.1	6	-10	0.1	1
CCNC(=O)C1(C)CCCN(Cc2ccc(Oc3ccccc3)cc2)C1 (configuration not stated)	4	4	2	0.0	2	-8	0.3	0
COc1ccc(C(=O)C[n+]2ccc3c(c2)nnn3-c2ccccc2)cc1	-4	-5	-14	2.4	-1	-6	0.0	1
Cc1cc(C(=O)O)ccc1[N+](=O)[O-]	-12	-8	-23	nt	nt	-5	nt	4
COc1cc(O)ccc1/C=N/NC(=O)c1ccc([N+](=O)[O-])cc1	0	1	4	nt	-10	-9	0.3	8
O=C1[C@H](Cc2ccccc2)NCCCC[C@@H](c2ccc(Cl)cc2)N1Cc1ccc(Cl)cc1	3	-7	24	-0.2	12	-19	0.0	11
C[C@H]1CN([C@@H](C)CO)C(=O)c2cccc(NC(=O)Nc3ccc(F)cc3)c2O[C@@H]1CN(C)Cc1ccc(Cl)c(Cl)c1	-2	2	0	0.0	nt	10	-0.1	-3
COc1ccc(NC(=O)N(C)C[C@@H]2OCc3ccccc3-c3c(n(C)c4ccccc34)C(=O)N([C@H](C)CO)C[C@H]2C)cc1	2	-4	7	0.0	7	9	0.2	-11
CO[C@H]1CC[C@@H]2CCOc3c(C#N)cccc3C(=O)N(C)C[C@@H](OC)[C@@H](C)C(=O)N(C)C[C@@H]1O2	-1	-13	10	0.0	4	2	0.2	-4
Cc1sc2nc(SCC(=O)N(CCO)CCO)n(C3CCCCC3)c(=O)c2c1C	12	4	6	nt	nt	-10	nt	nt
CC1(C)Cc2cccc(OCC(=O)Nc3ccc(S(N)(=O)=O)cc3)c2O1	-3	0	-5	-0.1	3	7	0.3	6
CNC[C@H]1Oc2ccc(NS(=O)(=O)c3ccc(OC)cc3)cc2C(=O)N([C@@H](C)CO)C[C@H]1C	6	3	12	-0.1	-1	14	0.1	-2
CCOC(=O)N(C)C[C@@H]1OCc2cn(nn2)CCCC(=O)N([C@@H](C)CO)C[C@@H]1C	17	4	-5	0.1	-10	-5	-0.1	4
Cc1c(C(=O)NC(=S)Nc2ccccc2N2CCCC2)cccc1[N+](=O)[O-]	nt	nt	-9	nt	nt	-16	0.0	77*
CCNc1nc(NC(C)C)nc(N(C#N)C(C)C(=O)N(CC)CC)n1 (configuration not stated)	7	-5	-4	-0.1	-23	-20	2.1	-6
Nn1c(SCC(=O)Nc2ccccc2C(F)(F)F)nncc1=O	2	-12	-1	-3.8	-1	-22	0.2	-12
COc1ccc(NC(=O)c2ccc(NC(=O)C3COc4ccccc4O3)cc2)c(OC)c1 (configuration not stated)	4	-1	-3	0.9	-1	-5	-0.7	-16
